Screening results from PubChem BioAssay.
TGFb SMAD3 inh: TGF-b pathway inhibition; 1.2% of 410,000 active; HepG2 CAGA-GFP TGF-b/SMAD3 reporter, GFP fluorescence, 18 h; TGF-beta stimulated, 500 pg/mL final; Potency, µM (highest dose often 46.1 µM), for inactives: top-dose activity, negative = inhibition, most hits filed as inhibitors; note: potency is the fitted concentration of half-maximal effect; % is set by controls: 0 for no effect and ±100 for the full control effect; nearly all actives have a fitted effect of over 65% in size
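Inhibition of TGF-beta-driven CAGA-GFP reporter expression in HEPG2 cells is measured by cellular GFP fluorescence after 18 h stimulation with 500 pg/mL recombinant TGF-beta in 1% FBS medium at 37 degrees C.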
IL-2 act: activates IL-2 in a cell-based reporter assay | IL-2 activation reporter assay, cell-based qHTS; stimulated with anti-CD3/CD4/CD28 beads; in transgenic mouse T cells | activation, % (series mostly up to about 46 µM) | 0.065% of 360,000 active; in the data active = activation above about 50%; inconclusive = mostly about 30% to 49%; note: 0% is about no effect
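EGFP and DsRed fluorescence is measured by plate cytometry in unstimulated transgenic mouse T cells exposed to compound for 60 minutes, then stimulated 18 hours at 37 degrees C with anti-CD3/anti-CD4 beads plus anti-CD28.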
HepG2 tox: HepG2 cytotoxicity, counter-screen for TGF-b inhibitors | HepG2 CAGA-GFP viability, ATP luminescence, 18 h | 0.76% of 410,000 active | Potency, µM (top dose mostly 46.1 µM), inactives show top-dose activity change, negative = cytotoxicity, hits mostly cytotoxic | AID 588856; note: potency is the fitted concentration of half-maximal effect; some results filed as inactive show a strong effect at the top dose
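HepG2 CAGA-GFP cells (1000/well, DMEM with 1% FBS) received compound, then TGF-beta at 500 pg/mL final, and were incubated 18 hours at 37 degrees C. Viability was read by CellTiter-Glo luminescence. Media-only wells were set as complete cell-killing and DMSO as no toxicity.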
ATXN viability: reduces viability in counter-screen for ATXN expression inhibitors; S2 cells (HEK-293 line with an ATXN2-luciferase reporter) viability, CellTiter-Fluor protease fluorescence, 24 h; Potency, µM (titrated, usually from 56.7 µM), usual class: cytotoxic; 0.49% of 400,000 active; AID 651635; note: potency is the fitted concentration of half-maximal effect; nearly all actives have a fitted effect of over 40% in size
EPAC2 ag: EPAC2 (human) agonism | AID 720711 | Q8WZA2 | 0.079% of 360,000 active | Potency, µM (highest dose often 154 µM), inactives show at the highest dose activation, actives largely listed as activators | EPAC2 activation, biochemical qHTS; response scale: 100% = 6.5 mM cAMP response; note: potency is the fitted concentration of half-maximal effect; nearly all actives have a fitted effect of over 50% in size
Target sequence (Q8WZA2 whole entry, looked up): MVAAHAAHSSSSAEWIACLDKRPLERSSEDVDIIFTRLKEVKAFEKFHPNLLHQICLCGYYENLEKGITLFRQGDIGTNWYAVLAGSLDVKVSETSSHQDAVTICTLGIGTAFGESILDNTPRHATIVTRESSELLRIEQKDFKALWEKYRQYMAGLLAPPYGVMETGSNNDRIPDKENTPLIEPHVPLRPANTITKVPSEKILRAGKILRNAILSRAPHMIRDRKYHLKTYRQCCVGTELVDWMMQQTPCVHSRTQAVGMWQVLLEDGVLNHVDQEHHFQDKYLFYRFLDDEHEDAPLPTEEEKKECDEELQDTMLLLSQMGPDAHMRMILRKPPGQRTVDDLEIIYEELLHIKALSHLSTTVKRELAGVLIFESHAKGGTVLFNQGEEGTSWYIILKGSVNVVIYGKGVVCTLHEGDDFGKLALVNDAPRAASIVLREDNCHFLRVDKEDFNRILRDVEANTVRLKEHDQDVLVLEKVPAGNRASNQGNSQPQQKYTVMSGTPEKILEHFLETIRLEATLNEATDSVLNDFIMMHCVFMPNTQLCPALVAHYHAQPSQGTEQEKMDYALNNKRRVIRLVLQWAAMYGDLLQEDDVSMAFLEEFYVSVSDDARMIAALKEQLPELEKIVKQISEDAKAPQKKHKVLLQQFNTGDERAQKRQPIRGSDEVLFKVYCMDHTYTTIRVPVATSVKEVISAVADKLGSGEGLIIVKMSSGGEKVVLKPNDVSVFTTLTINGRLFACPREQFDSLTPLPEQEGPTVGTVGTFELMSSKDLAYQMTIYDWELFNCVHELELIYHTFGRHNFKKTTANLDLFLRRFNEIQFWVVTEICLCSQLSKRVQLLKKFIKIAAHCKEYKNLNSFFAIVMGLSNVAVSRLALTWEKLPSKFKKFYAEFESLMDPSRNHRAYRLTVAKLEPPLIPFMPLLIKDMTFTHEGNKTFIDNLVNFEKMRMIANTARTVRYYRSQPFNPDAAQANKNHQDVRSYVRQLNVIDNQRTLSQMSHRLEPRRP
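Readout is BODIPY fluorescence (480 nm excitation, 540 nm emission), which falls as labeled GDP is exchanged off Rap1B. EPAC2 at 100 nM acted on 250 nM RAP1B-BODIPY-GDP with 50 uM GDP present.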
ATXN2 expr inh: reduces ATXN2 reporter expression in HEK-293 cells | HEK-293 ATXN2-luciferase reporter, luminescence, 24 h | Potency, µM (doses to about 57 µM), for the others: at the top dose activity change, negative = inhibition, hits mostly inhibitors | 0.72% of 360,000 active | AID 1745845; note: potency is the fitted concentration of half-maximal effect; % is set by controls: 0 for no effect and ±100 for the full control effect; nearly all actives have a fitted effect of over 55% in size
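ATXN2-luciferase reporter cells (luciferase flanked by upstream and downstream ATXN2 gene portions) were treated 24 h at 37 °C with compounds at up to 57 uM. SteadyGlo luminescence gave expression; GF-AFC fluorescence gave viability.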
A549 viability: A549 cytotoxicity, counter-screen for Nrf2 inhibitors; A549 ARE-Fluc cells, CellTiter-Fluor viability, 18-24 h; Potency, µM (series often up to 46 µM), inactives show at the top dose activity change, negative = cytotoxicity, usual class: inhibitors; 0.16% of 390,000 active; note: potency is the fitted concentration of half-maximal effect; % is set by controls: 0 for no effect and ±100 for the full control effect
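A549 ARE_Fluc cells in 5% FBS OPTI-MEM were exposed to compounds in concentration-response for 18-24 h at 37 deg C. Viability was read by CellTiter-Fluor fluorescence (Ex 405/Em 525) after 30 min, before the luciferase read.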
Nrf2 ARE act: activators of Nrf2 (ARE) signaling; Potency, µM (top dose mostly 46.1 µM), inactives show at the top dose activation, most hits filed as activators; 0.31% of 410,000 active; AID 624171; AREc32 ARE-luciferase reporter (MCF7-derived line), luminescence, 24 h; note: potency is the fitted concentration of half-maximal effect; % of control where 0% means no effect; nearly all actives have a fitted effect of over 65% in size
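Each well held 1000 AREc32 cells, which were incubated with compound for 24 hr at 37 deg C after overnight attachment, and ARE reporter activity was quantified by firefly luciferase luminescence.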
Nrf2 block: blocks Nrf2 signaling; 2.1% of 360,000 active; A549 ARE-Fluc reporter, luciferase luminescence, 18-24 h; AID 504444; Potency, µM (top dose mostly 46 µM), for the others: top-dose activity change, negative = inhibition, usual class: inhibitors; note: potency is the fitted concentration of half-maximal effect; % is set by controls: 0 for no effect and ±100 for the full control effect; nearly all actives have a fitted effect of over 60% in size
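Cells were seeded and rested 2 h, then exposed to compounds for 18-24 h. CellTiter-Fluor was read first as a viability measure. BugLite was added 15 min before the final luminescent read of ARE-luciferase activity in A549 cells.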
An asterisk follows results filed as active; i = inactive; ? = inconclusive; . = not tested or not shown; [ ] = dose if it differs, or a comment. Unless noted, calls come from the whole dose curve; as a rule, active = well fitted curve in the direction sought with a large enough effect; inconclusive = small, poorly fitted or top-dose-only effect, or another doubt; inactive = no such curve, though single readings can be large; an effect the other way counts as inactive or inconclusive. An unsorted share of the library. About 4.3% of those tested had a hit in this group.

SMILES	TGFb SMAD3 inh	IL-2 act	HepG2 tox	ATXN viability	EPAC2 ag	ATXN2 expr inh	A549 viability	Nrf2 ARE act	Nrf2 block
CCCCn1c(N)c(N(Cc2ccccc2OC)C(=O)C(C)Oc2ccc(F)cc2)c(=O)[nH]c1=O (stereo not drawn)	-8%	-0.3	0%	i	-3%	1%	4%	-0.6%	8%
C=CCn1c(C)cc(C(=O)COC(=O)C2CC(=O)N(Cc3ccccc3)C2)c1C (stereo not drawn)	-5%	2.5	-11%	i	-8%	1%	-14%	0.0%	?
FC(F)C(F)(F)Oc1cccc(Nc2nccn3c(-c4cccc5cccnc45)cnc23)c1	-12%	-0.7	-36%	i	10%	0%	.	-0.2%	.
Cc1cc(C)cc(C(=O)NC(CC(N)=O)c2ccc(NC3CCCCC3)c([N+](=O)[O-])c2)c1 (stereo not drawn)	-8%	-0.1	-2%	i	-8%	-1%	-3%	2.3%	-2%
O=C(CCn1nnc2ccccc2c1=O)N[C@@H](Cc1ccccc1)C(=O)O	13%	-1.1	-7%	i	0%	0%	-5%	-0.5%	15%
COc1ccccc1/C=N/NC(=O)c1csc(C)c1C	-31%	-3.5	-2%	i	-2%	37%[activator]	-3%	0.6%	?
COC(=O)[C@H]1C[C@H](OC(=O)NCc2ccc(OC)c(OC)c2)[C@@]2(O)CN(S(=O)(=O)c3ccc(C)cc3)CC2[C@H]1C(=O)OC (stereo partly drawn)	0%	-1.2	-6%	i	-6%	8%	.	-0.8%	.
c1ccc(C2=Nn3c(nnc3-c3ccncc3)SC2)cc1	10%	0.1	3%	?	11%	16%	2%	1.2%	?
O=C(Nc1ncccc1Cl)c1ccc2c(c1)OCCO2	6%	0.1	2%	i	-13%	9%	-20%	2.6%	?
COc1cc(CN(C(=O)COc2ccc(C)cc2)c2ccccn2)cc(OC)c1OC	-4%	.	-20%	i	.	8%	-6%	1.3%	-11%
COc1ccc(N2C(=O)CC(N3CCCC4CCCCC43)C2=O)cc1 (stereo not drawn)	5%	0.4	9%	i	7%	3%	10%	1.2%	8%
Cc1cc(C)c2c(NC(=S)NC(=O)c3ccccc3)nn(C)c2n1	-7%	-0.5	15%	i	9%	.	-1%	?	4%
COc1cccc(-c2nc(CS(=O)(=O)CC(=O)NCCCN3CCc4ccccc4C3)c(C)o2)c1	0%	-0.4	-1%	.	4%	.	-17%	-0.9%	3%
CC1CN(C(=O)Nc2ccccc2)c2ccccc2-[n+]2ccsc21 (stereo not drawn)	14%	-6.3	20%	i	2%	-18%	2%	-0.7%	3%
CN(C)S(=O)(=O)c1ccc2c(c1)N(CC(=O)NCc1ccc(F)cc1)C(=O)CS2	-23%	.	0%	i	.	12%	25%	8.6%	?

Of the compounds above, these have fluorine.
SMILES	TGFb SMAD3 inh	IL-2 act	HepG2 tox	ATXN viability	EPAC2 ag	ATXN2 expr inh	A549 viability	Nrf2 ARE act	Nrf2 block
CCCCn1c(N)c(N(Cc2ccccc2OC)C(=O)C(C)Oc2ccc(F)cc2)c(=O)[nH]c1=O (stereo not drawn)	-8%	-0.3	0%	i	-3%	1%	4%	-0.6%	8%
FC(F)C(F)(F)Oc1cccc(Nc2nccn3c(-c4cccc5cccnc45)cnc23)c1	-12%	-0.7	-36%	i	10%	0%	.	-0.2%	.
CN(C)S(=O)(=O)c1ccc2c(c1)N(CC(=O)NCc1ccc(F)cc1)C(=O)CS2	-23%	.	0%	i	.	12%	25%	8.6%	?

New compounds follow
SMILES	TGFb SMAD3 inh	IL-2 act	HepG2 tox	ATXN viability	EPAC2 ag	ATXN2 expr inh	A549 viability	Nrf2 ARE act	Nrf2 block
CCN(C(=O)CSc1nnc(-c2ccccc2Cl)n1N)c1c(N)n(Cc2ccccc2)c(=O)[nH]c1=O	5%	5.7	8%	i	8%	.	0%	-0.8%	1%
Cc1ccc(N(CC(=O)NCc2ccco2)C(=O)CNS(=O)(=O)c2ccccc2)c(C)c1	-10%	-1.9	0%	i	-4%	-10%	-8%	0.7%	-6%
Cc1ccnc(SCCn2c(N3CCN(Cc4ccccc4)CC3)nc3c2c(=O)[nH]c(=O)n3C)n1	1%	-1.6	2%	?	2%	-15%	-4%	-0.7%	3%
CCOc1ccc(C(=O)NCc2ccco2)cc1Cl	2%	-2.2	-4%	i	-1%	2%	-4%	0.0%[9.22 µM]	2%
COc1cccc(SCc2noc(C(=O)NCC3CC3)c2C(=O)NCC2CC2)c1	?	-4.2	-16%	i	10%	-2%	1%	-1.5%	-9%
CCCc1nc2c(s1)CCc1onc(-c3cccc([N+](=O)[O-])c3)c1-2	5%	1.3	2%	i	8%	7%	1%	0.3%	3%
CCN(CC)c1ccc(C(=O)OCC(=O)NCC2CCCO2)cc1 (stereo not drawn)	-15%	-2.4	3%	.	-4%	.	-12%	0.2%	-5%
COc1ccccc1CNC(=O)CCNC(=O)C1CCN(S(=O)(=O)c2ccccc2)CC1	11%	-5.5	20%	?	6%	0%	4%	-0.8%	1%
CC1(C)Cc2[nH]c3ccccc3c2C(C)(C)N1	9%	-0.2	-26%	i	10%	.	-17%	-0.2%	-8%
COC(=O)/C=C1\N/C(=N\c2nc(C)cc(C)n2)N(c2ccc(C)cc2)C1=O	0%	1.3	-5%	i	10%	.	5%	7.5%	5%
CCC(=O)C(C#N)(c1ccc(OC)c(OC)c1)C(C)C (stereo not drawn)	-1%	-0.1	-1%	i	-7%	0%	-10%	0.2%	-13%
O=C(O)C(O)Cc1c[nH]c2ccccc12 (stereo not drawn)	11%	-0.3	1%	i	13%	-3%	10%	-0.2%	-4%
Cc1cccc(NC(=O)Cn2c(C(F)(F)F)nc3ccccc32)c1C	-19%	.	-8%	i	.	7%	-4%	1.5%	5%
CCCc1nnc(NC(=O)CCCC(=O)O)s1	16%	0.3	6%	i	14%	-1%	4%	1.2%	15%
O=C(c1ccco1)N1CCN(c2cc(C(F)(F)F)nc3ncnn23)CC1	12%	-3.6	0%	i	8%	-5%	-9%	-0.6%	13%
COc1ccc(-c2cc(=O)oc3cc(OC(C)C(=O)O)ccc23)cc1 (stereo not drawn)	-13%	2.3	10%	i	-3%	3%	2%	0.4%	-10%
Cc1ccc(C)c(S(=O)(=O)NC(C)C(=O)Nc2ccc(-c3nc4ccccc4s3)cc2)c1 (stereo not drawn)	?	-0.2	-29%	?	9%	9%	-5%	2.1%	?
CC1CCc2c(sc(NC(=O)CN3CCN(C(=O)c4ccco4)CC3)c2C#N)C1 (stereo not drawn)	-16%	-0.7	-28%	i	-5%	-10%	-4%	0.4%	?
COc1cccc(NC(=O)CN(C)C(=O)c2ccc(-n3cncn3)c([N+](=O)[O-])c2)c1	-1%	1.4	3%	i	4%	2%	1%	-0.1%	-2%
CC1C[N+](=C2C=C(N3CCOCC3)CC(C)(C)C2)CC(C)O1 (stereo not drawn)	4%	0.3	-14%	i	5%	5%	-9%	0.4%	-16%
O=C(NCc1ccccn1)C1CCN(Cc2cnn(-c3ccccc3)c2-n2cccc2)CC1	-6%	-0.8	3%	.	5%	.	-5%	0.5%	-6%
CS(=O)(=O)N1CCN(c2ccccc2NC(=O)c2ccc3ccccc3c2)CC1	-3%	-1.3	-21%	i	-3%	2%	-20%	3.3%	-12%
Cc1nc(NC(=O)c2ccncc2)sc1C(=O)N(C)C	-2%	-1.7	-9%	i	7%	1%	7%	-0.9%	9%
Cc1onc(-c2ccccc2)c1C(=O)N[C@@H]1C(=O)N2C1SC(C)(C)[C@@H]2C(=O)O (stereo partly drawn)	17%	-0.4	-8%	i	5%	5%	0%	-1.2%	5%
CN(C)/C=N/NC(=O)c1ccccc1Cl	-7%	4.7	18%	i	7%	.	-2%	0.0%	?
CC(=O)C(Cc1ccccc1)(Cc1ccccc1)C(C)=O	-11%	5.5	9%	i	5%	-9%	-3%	-0.5%	0%
c1cc(CNc2ccc3c(c2)OCCO3)ccn1	15%	0.4	10%	i	6%	-23%	-3%	4.7%	.
C=CCNC(=O)c1cc(-c2ccccc2O)on1	-16%	-0.6	-5%	i	-4%	47%[activator]	-1%	21%	12%
Cc1cccc(N(CC(N)=O)S(C)(=O)=O)c1C	-11%	-0.8	-2%	i	1%	2%	1%	0.0%	-6%
CCc1ccccc1NC(=O)c1cc(S(=O)(=O)N2CCCC2)cn1C	?	.	-14%	.	.	.	8%	-0.2%	?
CCN(c1ccccc1)S(=O)(=O)c1ccc(NC(=S)NC(=O)c2cccs2)cc1	?	4.4	-4%	i	-1%	-24%	-10%	5.3%	?
Cc1ccc(S(=O)(=O)N2CCC(N3CCN(Cc4ccccc4)C(=O)C3=O)CC2)cc1C	0%	.	-1%	i	.	-7%	9%	2.7%	?
COc1ccc(NC(=O)c2ccc(S(=O)(=O)C(F)F)cc2)c(OC)c1	12%	1.1	1%	.	5%	13%	7%	-0.5%	-22%
Cc1ccc(NC(=O)Nc2cccnc2)cc1Cl	0%	-1.6	-12%	i	8%	38%	-9%	0.2%	5%
Cc1ccc(C(=O)NCC(=O)OCC(=O)Nc2ccc(Cl)cn2)cc1	-11%	1.2	5%	i	4%	-3%	1%	-0.5%	5%
Cc1ccc(OCC(=O)Nc2ccc(N3CCN(C(=O)c4ccco4)CC3)cc2)c(C)c1	0%	-2.4	-8%	i	10%	-32%	-3%	1.8%	?
CCOc1nc(NCCc2ccc(OC)c(OC)c2)nc(N2CCN(c3ccc(OC)cc3)CC2)n1	0%	0.1	-3%	.	-7%	.	-5%	0.4%	6%
Cc1ccc(-c2c3c(=O)n(C)c(=O)n(C)c3cn2Cc2ccccn2)cc1	0%	-0.1	-12%	i	-20%	-3%	-16%	-0.4%	-20%
COCCCNC1CS(=O)(=O)CC1O (stereo not drawn)	2%	1.7	3%	i	1%	-1%	-4%	-1.3%	4%
